Compound activity deposited in PubChem by several laboratories.
S1P2 antag = S1P2 (human) receptor antagonism; O95136; cell-based S1P2 antagonist assay, inhibition at 5 uM; inhibition, % at 5 µM; actives 0.21% (n = 97,000); AID 736; in the data active = inhibition above about 45%;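 note: CRE beta-lactamase reporter cells expressing human S1P2 stimulated with S1P; 0% = agonist at EC80 alone and 100% = agonist plus reference antagonist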
S1P2 agonist = activates the human S1P2 receptor | O95136 | S1P2-expressing cell line, agonist reporter read-out | activation, % at 4.5 µM | actives 0.46% (n = 97,000); in the data active = activation above about 16%;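 note: 0% = vehicle low control and 100% = maximal reference agonist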
Mac1 fbg inh = blocks human CD11b/CD18 adhesion to fibrinogen | P05107+P11215 | inhibition, % at 10 µM | K562 CD11b/CD18 adhesion to fibrinogen, ATPlite luminescence; Mn2+ added to activate the integrin | actives 0.54% (n = 93,000);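 active = primary inhibition of 50% or more at 10 µM, then 40% or more on retest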; note: some results filed as inactive read as strong as hits
Target sequence (P05107 whole entry, looked up, other chains not shown): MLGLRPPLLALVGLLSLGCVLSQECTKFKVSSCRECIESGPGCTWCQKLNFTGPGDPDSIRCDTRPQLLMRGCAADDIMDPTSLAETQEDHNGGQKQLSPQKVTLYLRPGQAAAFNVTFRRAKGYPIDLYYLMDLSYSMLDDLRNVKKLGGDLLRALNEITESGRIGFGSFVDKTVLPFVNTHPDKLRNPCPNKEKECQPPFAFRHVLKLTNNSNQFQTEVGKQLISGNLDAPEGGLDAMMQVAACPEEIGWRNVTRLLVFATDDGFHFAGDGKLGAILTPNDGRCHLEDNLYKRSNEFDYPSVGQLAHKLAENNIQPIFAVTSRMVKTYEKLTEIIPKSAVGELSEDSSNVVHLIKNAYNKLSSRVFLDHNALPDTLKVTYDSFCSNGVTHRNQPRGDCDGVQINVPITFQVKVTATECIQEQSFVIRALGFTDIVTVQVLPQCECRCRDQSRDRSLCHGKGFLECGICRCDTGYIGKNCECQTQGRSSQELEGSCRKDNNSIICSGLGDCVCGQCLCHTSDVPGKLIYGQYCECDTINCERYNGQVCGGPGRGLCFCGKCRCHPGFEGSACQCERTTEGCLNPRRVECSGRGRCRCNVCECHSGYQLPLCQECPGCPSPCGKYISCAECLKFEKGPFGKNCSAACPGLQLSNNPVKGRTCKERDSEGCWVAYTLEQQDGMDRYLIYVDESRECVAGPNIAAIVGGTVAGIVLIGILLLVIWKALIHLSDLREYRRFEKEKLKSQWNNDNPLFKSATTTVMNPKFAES
E coli WT exp = blocks growth of wild type E. coli BW25113; OD600 absorbance; growth inhibition, % at 100 µM; actives 0.15% (n = 98,000); AID 710;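 active = growth inhibition above about 50% at one test dose, limit read from the data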;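 note: growth measured after 20 h incubation at 37 °C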
PostGolgi ctrl = growth of the yeast control strain, post-Golgi counter-screen | efflux-deficient yeast background strain, growth absorbance A615, 16 h | inhibition, % at 10 µM | actives 5% (n = 98,000) | AID 738
PLAP act = activators of human placental alkaline phosphatase | actives 1.2% (n = 96,000) | purified PLAP enzyme, luminescent substrate read-out; hits give high values | activation fold at 20 µM | AID 696; in the data active = activation fold above about 2
sEH inhibitor = soluble epoxide hydrolase (human) inhibition; P34913; recombinant human sEH enzymatic activity assay; inhibition, % at 2 µM; actives 0.34% (n = 91,000); in the data active = inhibition above about 80%; note: values of inactives mirror those of a sister screen read the other way; many of its hits are not listed in these tables
PostGolgi yeast = growth inhibition of a yeast mutant, post-Golgi transport screen; actives 0.9% (n = 98,000); inhibition, % at 10 µM; post-Golgi transport phenotypic cell assay;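 note: yeast cells grown in 1536-well plates; yeast grown about 18 h at 30C before absorbance read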
sEH act = soluble epoxide hydrolase (human) activation; activation, % at 2 µM; purified human sEH enzymatic activity, activator screen; actives 0.04% (n = 91,000); P34913; in the data active = activation above about 37%; note: values of inactives mirror those of a sister screen read the other way
The depositor's hits bear a star; . = no result given. Cut-off read from the data, not from the text of the source, unless noted: active = inhibition above about 30%; inactive = the rest.

Molecule,S1P2 antag,S1P2 agonist,Mac1 fbg inh,E coli WT exp,PostGolgi ctrl,PLAP act,sEH inhibitor,PostGolgi yeast,sEH act
CN1CCN(C(=O)CCCOc2cc(=O)n(C)c3ccccc23)CC1,-12,-7,-8,-4,2,1.3,-1,-5,3
CCn1c2ccccc2c2cc(NC(C)=O)ccc21,-12,-3,-1,-16,13,0.8,2,-5,-8
O=S1(=O)C=C(N2CCCCC2)c2ccccc21,4,-1,3,-7,1,1,-4,5,4
Fc1ccc(N2CCN(Cc3cnc(Oc4ccc(Br)cc4)s3)CC2)cc1,-26,0,66,-7,2,1,3,0,-2
CCOc1cccc(-c2nn3c(-c4cc(C)[nH]n4)nnc3s2)c1,14,-5,8,2,21,2.4*,-2,3,1
Cc1ccc(C2=[N+]([O-])C3(CCCCC/C3=N\NC(N)=O)N(O)C2(C)C)o1 (stereo not drawn),-16,-4,-9,-7,5,1,4,19,-2
Cc1csc(SCC(=O)Nc2ncc(Cl)c(C)c2Cl)n1,5,-5,.,9,-3,0.9,.,5,.
CCN1C(=O)c2cccc3c(S(=O)(=O)Nc4ccncc4)ccc1c23,-4,-9,-16,7,-3,1,-15,-10,12
COC(=O)C1CCN(c2cc(=O)n(-c3ccc(OC)cc3)c(=O)[nH]2)CC1,.,.,-41,1,-3,0.9,.,-1,.
CC1=CC(C)(C)NC(=S)N1c1cccc2ccccc12,8,-6,.,.,.,.,-12,.,14
Cn1c(=O)oc2cc(S(=O)(=O)N3CCC(C(=O)N4CCN(c5ccccc5)CC4)CC3)ccc21,.,.,-2,1,5,1.4,.,0,.
Brc1ccc(/C=N/N2CCN(C3c4ccccc4-c4ccccc43)CC2)s1,17,-8,6,-19,-3,0.7,4,-7,-5
CCOC(=O)c1sc(N)c(C#N)c1COC(=O)CNC(=O)c1ccccc1,13,-3,4,-11,9,0.8,-3,-12,1
Cc1nn(C(=O)c2ccco2)c(C)c1Br,-13,-2,-11,-3,2,0.9,-11,1,8
O=C(CCCOc1ccccc1)Nc1cccnc1,-22,-2,.,.,.,.,2,.,-2
Cn1c(=O)oc2cc(S(=O)(=O)NCCC(=O)NC3CCCC3)ccc21,.,.,40,0,-8,1.1,.,4,.
COc1ccc(CC(=O)NCc2ccccn2)cc1OC,20,-5,.,6,-5,1.1,.,18,.
COc1cccc(/C=N/NC(N)=S)c1OS(=O)(=O)c1ccccc1,0,1,.,.,.,.,-14,.,16
CCOc1ccc(C(=O)OCn2nnc3ccccc3c2=O)cc1OC,.,.,7,-5,-1,0.9,.,6,.
CCC(=O)N1CCN(c2ccccc2NC(=O)COc2cc(C)ccc2C(C)C)CC1,-16,-1,-4,-19,22,1.6,-6,-5,10
Cc1ccccc1NS(=O)(=O)c1ccc(N2CCCC2=O)cc1,10,-4,1,4,-2,1.2,8,6,-8
CC1(C)OC(=O)C(=CNc2cccc(C(=O)O)c2)C(=O)O1,9,-5,0,2,-1,1.1,1,15,-3
CC(=O)Nc1ccc(-n2c(C)nc(=O)c(-c3ccccc3)c2C)cc1,10,1,-10,6,-10,1.3,14,-4,-14
O=C(Nc1nonc1NC(=O)C1CCCCC1)C1CCCCC1,-4,-4,-21,-3,9,0.9,14,2,-16
CCCCN1C(=O)C(O)=C(C(C)=O)C1c1ccccc1 (stereo not drawn),3,-5,-26,3,-8,0.9,2,-7,-3
Cc1cccc(Cn2c(SCC(=O)Nc3ccccc3)nc3c2c(=O)[nH]c(=O)n3C)c1,10,-2,6,-1,13,1.3,-15,-1,14
COc1cccc(C(=O)c2cc3ccc(O)cc3oc2=O)c1,-23,10,2,-7,-3,1,-4,-5,5
CN(C1CCCCC1)S(=O)(=O)c1ccc(-n2cnnn2)cc1,18,-2,35,-7,4,0.9,1,2,-1
O=C1CC(c2ccc3c(c2)OCO3)c2cc3c(cc2N1)OCCO3 (stereo not drawn),9,-7,-2,6,9,1.2,-4,8,5
Cc1cc(NCCN2CCOCC2)n2nc(C)c(-c3ccccc3)c2n1,-32,1,-27,-2,-5,1.3,-5,-1,4

Reformatted with values under each structure: part of the list above.
Below each SMILES – S1P2 antag, S1P2 agonist, Mac1 fbg inh, E coli WT exp, PostGolgi ctrl, PLAP act, sEH inhibitor, PostGolgi yeast, sEH act
COc1cccc(C(=O)c2cc3ccc(O)cc3oc2=O)c1
  -23, 10, 2, -7, -3, 1, -4, -5, 5
O=C(Nc1nonc1NC(=O)C1CCCCC1)C1CCCCC1
  -4, -4, -21, -3, 9, 0.9, 14, 2, -16
Cn1c(=O)oc2cc(S(=O)(=O)N3CCC(C(=O)N4CCN(c5ccccc5)CC4)CC3)ccc21
  ., ., -2, 1, 5, 1.4, ., 0, .
CCn1c2ccccc2c2cc(NC(C)=O)ccc21
  -12, -3, -1, -16, 13, 0.8, 2, -5, -8
CCOc1ccc(C(=O)OCn2nnc3ccccc3c2=O)cc1OC
  ., ., 7, -5, -1, 0.9, ., 6, .

Next records.
Molecule,S1P2 antag,S1P2 agonist,Mac1 fbg inh,E coli WT exp,PostGolgi ctrl,PLAP act,sEH inhibitor,PostGolgi yeast,sEH act
COCCn1nnnc1C(c1ccc(OC)cc1OC)N1CCN(c2ccccc2F)CC1 (stereo not drawn),20,0,-1,1,6,1.4,-13,-3,12
COc1ccc(OCCn2c(=N)n(CCO)c3ccccc32)cc1,5,-4,45,-3,6,1.2,-5,-1,4
CCCOc1ccc(/C=C/C(=O)Nc2ccc([N+](=O)[O-])cc2C)cc1,-12,-1,-12,-17,12,0.9,-11,-6,11
COc1cccc(-c2nnc3sc(-c4ccccn4)nn23)c1,-3,-4,0,-8,28,0.8,3,-6,-3
Cc1nc2ccc(F)cc2cc1C(=O)NC(C)C,3,-7,0,2,-8,0.8,.,-4,.
O=C(c1ccc2c(c1)OCO2)N(Cc1ccco1)C1(C(=O)NC2CCCCC2)CCCCC1,-40,-4,1,-12,13,1.6,5,5,-7
CCOC(=O)c1nn(-c2ccc(Cl)cc2)c2nc(Nc3ccccc3)cc(=O)n12,-7,-1,2,-3,8,1.3,-16,-1,18
CCN(CC)S(=O)(=O)c1cc(OC)c(Cl)cc1Cl,-10,-2,-34,4,12,1.7,-10,-12,7
Cc1ccc(O)c(N=CC2=C(O)c3ccccc3C2=O)c1,-11,-8,-6,-7,32*,1.8,-7,1,8
CCC(=O)c1ccc(OCC(O)CN2CC(C)OC(C)C2)cc1 (stereo not drawn),3,-6,-16,1,31*,1.3,-10,2,10
Cc1cc(NC(=O)Cn2nc3c(cc2=O)CCCC3)ccc1Br,7,-5,-8,8,19,1.3,24,-3,-24
CCn1cnc2sc(C)c(C)c2c1=O,-3,-7,4,-3,32*,0.8,2,12,-1
CCN=C1SC(CC(=O)NC(C)C)C(=O)N1CC (stereo not drawn),-21,-4,-20,-1,0,1,-10,3,7
COC(=O)CCC(=O)Nc1ccc(OC)cc1,4,0,.,1,-13,1.3,5,5,-4
C=CCc1cccc2cc(C(=O)NC)c(=O)oc12,0,0,-15,0,1,1,2,-1,-2
O=S(=O)(c1ccccc1)c1nc(-c2cccs2)oc1NCCCn1ccnc1,-16,-2,-11,5,6,1.2,-6,10,8
O=C(Cc1ccc(Cl)cc1)Nc1ccc(N2CCCC2)cc1,-15,-2,5,-3,0,0.8,24,-4,-23
COc1cccc(S(=O)(=O)NCc2ccc(C(=O)NCc3ccco3)cc2)c1,-5,1,-3,3,7,1.2,22,5,-24
CC(=O)N(CCc1ccccc1C)Cc1cc2cc3c(cc2[nH]c1=O)OCO3,-6,-4,-29,5,5,1.1,-1,-8,0
Cc1ccc(-n2ncc3c(N4CCC(C(N)=O)CC4)ncnc32)c(C)c1,-28,-9,.,5,4,.,.,13,.
N#CC1(Cc2ccc(Cl)cc2)c2ccccc2C=CN1C(=O)c1ccccc1 (stereo not drawn),-25,-2,2,-15,23,1.1,-4,4,3
Brc1ccc2cccnc2c1,-5,-5,.,9,6,0.8,10,-4,-5
COc1ccc(NC(=O)N2CCC(NC(=O)c3ccco3)CC2)cc1,-13,-4,-12,4,6,0.9,-5,8,3
CCC(CC)C(=O)c1c[nH]c(C(=O)NCc2ccco2)c1,-2,-11,-19,11,3,0.9,-8,6,6
Cc1cc(C(=O)NCc2ccco2)no1,-8,-2,0,14,11,0.9,-16,30*,13
CCCn1c(SCC(=O)NCc2ccccc2)nnc1-c1ccncc1,-10,-2,-22,6,-11,1,-1,19,2
O=C(O)Cc1csc2ccccc12,.,.,-19,-24,2,1,.,3,.
Cn1c(SCc2cccc3ccccc23)nnc1-c1ccco1,19,-1,0,7,10,0.8,4,-2,-1
Cn1c(C(=O)NCc2cccnc2)cc2sc(Cl)cc21,.,.,-6,8,12,1.1,.,9,.
Cc1cc(C)c(C(=O)CSc2n[nH]c(=O)n2C2CC2)cc1C,3,-2,2,4,21,1.4,8,9,-6

Following part
Molecule,S1P2 antag,S1P2 agonist,Mac1 fbg inh,E coli WT exp,PostGolgi ctrl,PLAP act,sEH inhibitor,PostGolgi yeast,sEH act
CC(=O)Nc1c2c(nn1-c1ccc(C)cc1C)CSC2,-10,-10,-3,4,-5,1.3,12,25,-9
COc1ccc(-n2nnc3c(SCC(=O)OCc4ccccc4)ncnc32)cc1,11,-4,-8,-13,2,1,15,1,-11
O=C(NCc1ccco1)c1cc2sccc2n1Cc1ccccc1,-15,-3,.,.,.,.,-1,.,0
COc1ccc(OC)c(N(CC(=O)Nc2ccccc2C(=O)NCc2ccco2)S(C)(=O)=O)c1,-10,-4,8,3,1,1.8,-3,0,5
O=C(CSc1nn(-c2ccc(F)cc2)c(=S)s1)N1CCN(C(=O)c2ccco2)CC1,.,.,-8,-3,21,1.5,.,5,.
COc1ccc(OC)c(NC(=O)Cn2c(=O)n(CC(=O)NCc3ccco3)c(=O)c3ccccc32)c1,7,-4,-51,-1,1,1.8,1,7,-3
c1ccc(CCNc2nc3ccccc3s2)cc1,0,-4,-18,18,11,0.9,4,-4,-6
COc1cccc(NC(=O)C(OC(=O)/C=C/c2ccc3c(c2)OCO3)c2ccccc2)c1 (stereo not drawn),-11,0,-1,-23,10,1.1,-5,3,8
CCc1nc(N2CCN(C(=O)c3ccccc3)CC2)c(C#N)c2c1COC(C)(C)C2,11,-4,3,9,4,1.5,.,13,.
CSc1nc2c(c(=O)[nH]c(=O)n2C)n1C/C=C(\C)Cl,-9,6,-13,1,7,1.7,-15,-2,14
CCOC(=O)CCNCC1COc2ccccc2O1 (stereo not drawn),-13,-5,-7,1,15,1.1,-7,5,5
Cc1ccc(-c2nn(C)c(=O)c3ccccc23)cc1CNC(=O)c1ccco1,-16,-6,2,-1,-5,1.2,0,-2,-1
Cc1ccccc1C(=O)NCc1nnc(SCC(=O)N2c3ccccc3Sc3ccccc32)n1C,-3,-1,2,-4,13,1.7,-8,-7,5
C=C(C)c1cccc(C(C)(C)NC(=O)Nc2ncccn2)c1,-30,-3,-29,8,57*,1,-2,3,3
CC(C)(C)NC(=O)C(c1ccccc1)N(C(=O)c1csnn1)C1CC1 (stereo not drawn),21,-5,-11,-5,7,1.3,6,-6,-6
CSc1oc(-c2ccccc2)nc1S(=O)(=O)c1ccc(F)cc1,15,-1,4,.,.,1,3,.,0
CCc1c(C(C)S(=O)(=O)c2ccc(C)cc2)[nH]c(=O)n1-c1ccc(C)cc1 (stereo not drawn),2,-4,-9,6,9,1.5,-7,-2,9
Cc1ccccc1C(=O)Oc1ccc(Br)cc1C(=S)N1CCCC1,10,-1,2,-12,17,1,-4,9,3
COc1ccc(OC2C(=O)N(c3ccc(F)cc3)C2c2ccc(OC)c(OC)c2)cc1 (stereo not drawn),11,-5,.,-10,14,0.9,4,0,-1
COc1ccc(OC)c(S(=O)(=O)Nc2ccc(OCC(=O)O)cc2)c1,2,-3,-6,-6,11,0.8,-7,0,7
COc1ccc(N2C(=O)C3CCCN3C2c2ccccc2Cl)cc1 (stereo not drawn),12,-3,7,1,11,1.7,6,1,-7
Cc1ccc2cc(CCNC(=O)C(C)C)c(=O)[nH]c2c1C,33,-2,-11,-2,3,0.9,-3,1,3
